# Growth percent in the NCI-60 one-dose screen (48 h, 10 µM unless noted): 100 = growth as untreated, 0 = no growth, -100 = all killed.
# K-562: K-562 leukemia; 7.4% of 78,000 active
# CCRF-CEM: CCRF-CEM leukemia. 7% of 77,000 active
# MDA-MB-231: MDA-MB-231 breast cancer | 5% of 81,000 active
# MDA-MB-435: MDA-MB-435 melanoma | AID 1794794 | 7.8% of 82,000 active
# SR: SR leukemia cells. 8.7% of 73,000 active. AID 1794780
# MOLT-4: MOLT-4 leukemia cells; 6.9% of 80,000 active
# RPMI-8226: RPMI-8226 leukemia cells; 7.5% of 77,000 active; AID 1794781
# MDA-MB-468: MDA-MB-468 breast cancer; 8.5% of 78,000 active; AID 2202374
# An asterisk follows results filed as active; . = not tested or not shown; & = joins results of further samples. Rule for the calls: active = growth percent below 10; inactive = the rest.
SMILES,K-562,CCRF-CEM,MDA-MB-231,MDA-MB-435,SR,MOLT-4,RPMI-8226,MDA-MB-468
COc1ccc(Cc2ccccc2C(=O)O)cc1,97&105,99&107,98&100,108&109,107&103,106&92,98&104,105&105
CN1CCC(=C(c2ccc(Cl)cc2)c2ccccn2)CC1,99,69,105,102,.,126,76,77
O=S(=O)(O)c1ccc2cc(S(=O)(=O)O)ccc2c1,100,100,105,109,108,92,100,104
CC(C)c1cccc(C(C)C)c1NC(=O)OC1CCCCC1C (configuration not stated),97&104,99,96&78,97&100,100&95,101&97,111&85,92&77
Cc1ccccc1C(O)(c1ccccc1)c1ccccc1,110,98,97,107,101,97,95,99
NS(=O)(=O)c1ccc(NCC(=O)Nc2ccc(-c3nc4ccccc4s3)cc2)cc1,8.4*,6.2*,45,77,16,6.2*,37,4.3*
S=c1n(CNc2ccc(Cl)nn2)nc(-c2cc(Cl)cc(Cl)c2Cl)n1/N=C/c1ccc(Cl)cc1,72,-33*,93,89,32,61,61,.
CSCCC(NC(=O)CCc1nc2c(=O)[nH]c(=S)[nH]c2[nH]c1=O)C(=O)O (configuration not stated),103,100,99,101,110,100,106,94
CCc1c(C)c2ccc(O)c(NC(=O)Nc3ccccc3)c2oc1=O,.,95,106,91,91,92,93,103
CC(=O)c1c(C)n(-c2ccc3c(c2)OCO3)c2c1c(-c1ccc3c(c1)OCO3)nc1ccccc12,71,68,84,85,59,58,79,81
CC(=O)OCC1OC(OC(C)=O)C(Cn2cc(COc3ccc4c(c3)NC(=O)CC4)nn2)C(OC(C)=O)C1OC(C)=O (configuration not stated),106,108,114,104,100,120,97,115
O=C(O)CCN1C(=O)/C(=C/c2ccc(-c3cccc([N+](=O)[O-])c3)o2)SC1=S,89,85,90,101,83,87,88,84
O=c1[nH]c(=O)c2[nH]c(=S)n(-c3ccccc3)c2[nH]1,109,91,108,115,.,105,83,110
CC(O)COc1ccccc1Cl (configuration not stated),119,95,96,103,114,117,104,114
OCc1cnccc1NCCCCOc1ccccc1,99,125,106,106,100,104,108,103
COc1ccc(-c2nn(-c3cccc(Cl)c3)cc2C=C2C(=N)NC(=O)NC2=N)cc1,98,86,124,101,80,83,103,91
COc1cccc(C(=O)OCCn2nc3c4c(cccc42)C(=O)c2ccccc2-3)c1O,14,18,62,6.9*,21,30,30,25
CCCCOC(=O)CCC(Br)(Br)Br,93,112,108,108,101,95,109,96
C=CC[N+](C)(C)CCn1c2ccccc2c2nc3cc(C)c(C)cc3nc21,76,102,105,100,85,116,95,-2.2*
CC(C(N)=O)N1CCN(c2ccccc2)CC1 (configuration not stated),91,99,104,100,104,100,99,107
C[N+](C)(C)CC(=O)NNC(=O)Nc1cccc([N+](=O)[O-])c1,107,102,108,106,104,107,102,98
O=C(N/N=C/CCc1ccccc1)c1ccc(-n2cc(-c3ccccc3)nn2)cc1,71,92,91,87,70,81,97,92
COc1ccc(-c2cc(-c3nnc(SCC(=O)c4ccccc4)n3-c3ccccc3)c3ccccc3n2)cc1,121,108,98,107,102,96,114,90
Nc1c2c([nH]c(=O)c1N)CCC2,94,.,110,110,92,.,.,102
Cc1cc(=O)n(C)c(SCC(=O)Nc2ccc(Br)cc2)n1,102,98,101,102,78,95,94,75

# Overlap with the part before: 2 entries, then new ones.
SMILES,K-562,CCRF-CEM,MDA-MB-231,MDA-MB-435,SR,MOLT-4,RPMI-8226,MDA-MB-468
Nc1c2c([nH]c(=O)c1N)CCC2,94,.,110,110,92,.,.,102
Cc1cc(=O)n(C)c(SCC(=O)Nc2ccc(Br)cc2)n1,102,98,101,102,78,95,94,75
COc1ccc(/C(C)=N/N=C2C(=O)Nc3ccc(Br)cc32)cc1S(N)(=O)=O,87,70,66,90,73,83,78,80
COc1ccc(/C=C/c2nn3c(-c4cccc(Br)c4)nnc3s2)cc1,.,106,98,99,.,.,100,102
O=C(O)c1ccc(Br)o1,156,99,155,108,89,104,108,100
COC(CN1CCN(C)CC1)(c1ccccc1)c1ccccc1,122,101,93,116,121,83,108,87
C=CC(=O)Nc1ccc(Oc2nccc(Nc3nnc(-c4ccccc4)s3)n2)cc1,99,.,74,103,84,86,76,106
C/C=C/CCC(C)=O,106,97,94,104,97,23,92,101
CC1(C)CC[C@]2(C(=O)Nc3ccccc3)CC[C@]3(C)C(=CCC4[C@@]5(C)C[C@@H](O)[C@H](O)[C@@](C)(CO)C5CC[C@]43C)C2C1 (some centres not stated),33,30,54,48,15,6.0*,9.1*,22
CNc1ccc(C(=O)C2CC2)cc1,93,90,109,96,96,92,100,.
NC1=NCCO1,106,100,102,102,114,104,.,92
c1ccc(Cn2cc(COc3ncnc4sc5c(c34)CCCC5)nn2)cc1,72,88,93,85,68,103,91,91
c1ccc(CSc2ncnc3c2ncn3C2CCCCO2)cc1 (configuration not stated),88,.,122,109,78,85,.,117
CCN(CC)CCOC(=O)C(Cc1cccc2ccccc12)CC1CCCO1 (configuration not stated),108&97,101&29,84&112,99&101,99,91&103,96&78,108&94
COc1ccc2c(c1)C=C1CCCC3=Cc4cc(OC)ccc4OC13O2,95,88,121,103,97,90,94,82
COc1ccc(/C=C2/SC(N3CCN(c4cccc(Cl)c4)CC3)=NC2=O)cc1OC,93,101,94,99,105,107,103,106
NNc1cc2c(nn1)CCN(C(=O)c1ccccc1)C2,106,90,89,107,96,110,93,98
CCOC(=O)C1=CSC2=NC3=C(CCCC/C3=C\c3cc(OC)c(OC)c(OC)c3)C(c3cc(OC)c(OC)c(OC)c3)N12 (configuration not stated),35,59,86,78,58,44,19,32
COc1ccc(-c2ccnc3c(N=Nc4ccc(S(N)(=O)=O)cc4)c(N)nn23)cc1,100,109,91,103,102,101,110,94
COc1ccc(C2CC(c3ccccc3)=NN2C(=O)c2cc(OC)c(OC)c(OC)c2)cc1O (configuration not stated),14,18,8.5*,-7.6*,30,19,-21*,41
Cc1ccccc1C(=O)Oc1ccc(Cl)cc1,102,103,101,105,94,90,100,110
Cn1cc(-c2cc3nc(-c4c[nH]c5ccc(Br)cc45)cc(N)n3n2)c2ccccc21,0.8*,-20*,-63*,-89*,2.7*,-34*,-10*,-70*
NC(Cc1ccc(O)c(O)c1)C(=O)O (configuration not stated),109,.,103,107,112,113,115,106
O=C1c2ccccc2C(=O)C1(O)C1(O)C(=O)c2ccccc2C1=O,97,96,105,103,116,104,99,106
Cn1cnc2c(Cl)ncnc21,103,94,98,105,103,106,97,115
COc1ccc(N/N=C/c2c(-c3ccc(S(C)(=O)=O)cc3)nc3ccccn23)cc1,8.7*,32,39,34,57,19,32,58
COc1ccc(CNn2c(COc3ccccc3)nc3ccccc3c2=O)cc1OC,95,96,91,107,95,87,79,96

# Reprinted from above, two compounds:
SMILES,K-562,CCRF-CEM,MDA-MB-231,MDA-MB-435,SR,MOLT-4,RPMI-8226,MDA-MB-468
COc1cccc(C(=O)OCCn2nc3c4c(cccc42)C(=O)c2ccccc2-3)c1O,14,18,62,6.9*,21,30,30,25
CCCCOC(=O)CCC(Br)(Br)Br,93,112,108,108,101,95,109,96

# Copied from the list:
# `COc1ccc(-c2cc(-c3nnc(SCC(=O)c4ccccc4)n3-c3ccccc3)c3ccccc3n2)cc1` in MDA-MB-231: 98
# `O=C(O)c1ccc(Br)o1` in SR: 89
# `COc1ccc(-c2ccnc3c(N=Nc4ccc(S(N)(=O)=O)cc4)c(N)nn23)cc1` in SR: 102
# `O=C(O)CCN1C(=O)/C(=C/c2ccc(-c3cccc([N+](=O)[O-])c3)o2)SC1=S` in RPMI-8226: 88

# Next part:
SMILES,K-562,CCRF-CEM,MDA-MB-231,MDA-MB-435,SR,MOLT-4,RPMI-8226,MDA-MB-468
O=C(O)c1cccc(=O)o1,95,89,105,104,106,92,96,105
CN(c1ccccn1)c1ncnc2[nH]ncc12,98,101,113,106,.,90,102,111
CN1CCN(c2ccc3c(c2)nc(NNC(=O)c2ncccn2)c2cccn23)CC1,.,7.3*,-46*,-46*,.,.,28,-43*
COc1ccc(-c2n[nH]c(=O)c3nc(NC(=S)Nc4ccc(Oc5ccccc5)cc4)sc23)cc1,89,81,84,97,82,97,83,98
Clc1ccc(-c2nnc(-c3ccc4c(c3)nc(-c3ccccc3)n4C3CCCCC3)o2)cc1,.,52,83,76,69,52,.,87
Oc1ccc(CN2CCOCC2)c(O)c1O,99,90,92,111,.,98,98,109
c1ccc2c(c1)ccc1nnnn12,111,105,117,104,103,106,110,92
CCc1cc2c(c3c1C(=O)CC3)C(C)(C)CCC2(C)C,113,100,108,109,107,.,97,102
Cc1c(C(N)=O)sc2nc(SCc3nnco3)n(Cc3ccccc3)c(=O)c12,97,103,103,105,88,95,106,101
CC(C)Cc1ccc(C(C)C(=O)NCc2ccccc2)cc1 (configuration not stated),51,89,95,74,73,79,77,68
O=C(CN1CCN(c2cc3c(cc2F)c(=O)c(C(=O)O)cn3C2CC2)CC1)N/N=C/c1c[nH]c2ccccc12,94,46,79,98,90,75,84,100
CS(=O)(=O)Nc1ccc(CNC(=O)C2CCN(c3nc(C(F)(F)F)ccc3C#N)CC2)cc1,92,102,94,103,95,104,93,92
Clc1ccc(OCOc2ccc(Cl)cc2)cc1,98,100,99,103,95,102,109,106
Cc1nnc(NS(=O)(=O)c2ccc(N=Nc3ccc(N)nc3N)cc2)s1,105,105&100,112&96,105&115,95&94,96&102,105,132&120
O=C(c1ccccc1O)N1CCCC1,89,100,105,103,100,99,95,94
CCOC(=O)c1c(C)nn(-c2ccc(F)cc2)c1NC(=S)Nc1ccccc1,96,94,102,107,102,92,93,100
CC(C)CCC(CC(C)C)=NCC(C)O (configuration not stated),103,.,112,97,84,106,109,106
O=S(=O)(O)c1ccc(O)c2ncccc12,112,109,102,105,100,104,113,93
COC(=O)c1[nH]c(=O)[nH]c(=O)c1[N+](=O)[O-],96,101,118,110,99,97,98,105
O=C(Nc1ccc(Cl)c(Cl)c1)ON1CCCCC1,102,.,82,93,95,95,.,101
CCSc1nnc(Cc2ccc(OC)cc2)n1-c1ccccc1,87,93,110,101,97,90,88,90
CN(C)/C=C1\CC2C(=O)N(Cc3ccc(Cl)cc3Cl)C(N(C)C)N2C1=O (configuration not stated),112,96,119,108,102,97,97,96
O=C(C(c1ccccc1)c1ccccc1)N1CCOCC1,93,77,103,107,91,96,89,109
Nc1ccc2[nH]c(=S)sc2c1,111,.,79,109,84,96,103,111
COc1ccc(-c2cncnc2N)cc1OC,103,96,112,104,102,105,97,116
CCN(CC)CCOC(=O)c1ccc(NC(=O)Nc2ccccc2)cc1,95,102,108,105,97,100,102,98
O=C(c1ccccc1)c1cc(Cl)ccc1O,.,.,107,106,.,.,88,107
CC(=O)N[C@H](C(=O)N[C@H](Cc1ccccc1)C(=O)N[C@H](CS)C(=O)N[C@H](CCCN=C(N)N)C(=O)N[C@H](CCCN=C(N)N)C(=O)N[C@H](CCCN=C(N)N)C(=O)N[C@H](CCCN=C(N)N)C(N)=O)[C@@H](C)O,108,85,115,104,99,104,103,98

# Record cards (already shown).
# C[N+](C)(C)CC(=O)NNC(=O)Nc1cccc([N+](=O)[O-])c1 across the screens: K-562: 107; CCRF-CEM: 102; MDA-MB-231: 108; MDA-MB-435: 106; SR: 104; MOLT-4: 107; RPMI-8226: 102; MDA-MB-468: 98
# CCc1c(C)c2ccc(O)c(NC(=O)Nc3ccccc3)c2oc1=O across the screens: K-562: .; CCRF-CEM: 95; MDA-MB-231: 106; MDA-MB-435: 91; SR: 91; MOLT-4: 92; RPMI-8226: 93; MDA-MB-468: 103

# Source: PubChem BioAssay (NCI)
